# Screening results as filed in PubChem.
# GCN5L2 inh: blocks human GCN5L2 histone acetyltransferase; Q92830; GCN5L2 HAT assay, ThioGlo1 CoA-SH fluorescence; Potency, µM (titrated, usually from 58.9 µM), inactives show at the top dose activity change, negative = inhibition, hits mostly inhibitors; 390,000 compounds, 0.21% hits
#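 Enzyme at 20nM final was mixed with library compounds for 15 min at room temperature. Peptide H3(1-25) at 75uM, acetyl-CoA at 70uM and ThioGlo1 at 50uM were then added. Plates were read immediately and after 20 min (Ex340nm/Em540nm).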
# N370S GC: inhibits or activates N370S mutant glucocerebrosidase; 330,000 compounds, 0.092% hits; N370S GC spleen homogenate, 4MU-glucoside fluorescence; Potency, µM (highest dose often 59.4 µM), for inactives: at the highest dose activity change, negative = inhibition, hits mostly inhibitors; AID 2101; P04062;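 also: 0% = full enzyme activity and -100% = no enzyme basal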
# FEN1 inhibitor: blocks human flap endonuclease 1; P39748; 390,000 compounds, 0.35% hits; Recombinant FEN1 flap cleavage, fluorescence, 15 min; Potency, µM (series often up to 114 µM), for inactives: at the top dose activity change, negative = inhibition, usual class: inhibitors; also: nearly all actives have a fitted effect of over 65% in size
# Target sequence (P39748 whole entry, looked up): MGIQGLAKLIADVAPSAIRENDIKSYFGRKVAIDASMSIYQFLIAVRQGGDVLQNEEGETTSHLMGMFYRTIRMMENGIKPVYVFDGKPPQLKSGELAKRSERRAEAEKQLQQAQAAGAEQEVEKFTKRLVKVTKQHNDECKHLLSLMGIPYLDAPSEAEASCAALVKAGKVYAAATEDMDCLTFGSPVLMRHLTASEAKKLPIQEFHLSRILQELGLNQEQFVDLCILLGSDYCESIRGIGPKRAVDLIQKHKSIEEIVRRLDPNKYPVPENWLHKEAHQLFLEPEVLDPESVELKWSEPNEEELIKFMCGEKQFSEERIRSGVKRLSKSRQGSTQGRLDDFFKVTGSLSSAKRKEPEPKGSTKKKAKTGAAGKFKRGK
#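 Compounds are tested as a concentration series against 10 nM FEN1; after a 15 min room-temperature preincubation, 50 nM substrate starts cleavage, with plate reads at 0 and 15 min. Normalized responses are fitted by a Hill equation.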
# An asterisk follows results filed as active; ? = inconclusive; · = not tested or not shown; & = joins results of further samples; [ ] = another dose, or the depositor's remark. Calls follow the shape of the dose curve; as a rule, active = well fitted curve in the direction sought with a large enough effect; inconclusive = small, poorly fitted or top-dose-only effect, or another doubt; inactive = no such curve, though single readings can be large; an effect the other way counts as inactive or inconclusive. Unless noted, % is scaled to controls: 0 for no effect and ±100 for the full control effect; potency is read from the fitted curve at half-maximal effect.
(1) O=C1CN=C(c2ccccc2)c2cc(Br)ccc2N1
(2) COc1ccc2[nH]cc(C3=CCNCC3)c2c1
(3) NNc1ccccc1
(4) Brc1ccc(CN2CCNCC2)s1
(5) CN(C)CC#CCn1c2ccccc2c2ccccc21
(6) O=C(CCCCCn1c(=S)[nH]c2ccccc2c1=O)N1CCC2(CC1)OCCO2
(7) CC(=O)O[C@H]1CC[C@@]2(C)C(=CC(=O)C3C2CC[C@@]2(C)C3C[C@H](OC(C)=O)[C@@H]2OC(C)=O)C1 (stereo partly drawn)
(8) COc1ccc(C(O)c2ccccc2OP(=O)(N(C)C)N(C)C)cc1 (stereo not drawn)

compound no.,1,2,3,4,5,6,7,8
GCN5L2 inh,-20%,-27%&-12%,?,0%,0%,1%,-5%,-4%
N370S GC,-13%,-5%&1%,0%&2%,-16%,-12%,?,·,-2%
FEN1 inhibitor,0%,·,·,1%,?,3%,-11%,-3%

(9) CC(=O)[O][Hg][c]1ccccc1
(10) COC1=C[C@H]2C3=C([C@H]2C1=O)[C@H](NC(C)=O)CCc1cc(OC)c(OC)c(OC)c13
(11) Oc1c(Cl)c(Cl)c(Cl)c(Cl)c1Cl
(12) C[C@]12CCC3C(CC[C@H]4C[C@H](O)CC[C@]34C)C1[C@@H](O)C[C@@H]2O (stereo partly drawn)
(13) COC(=O)C1=C(c2ccc3ccccc3c2)C[C@@H]2CC[C@H]1N2C(=O)N1CCCC1
(14) C[C@@H]1C2C[C@@]34COC(=O)C3=CC=C[C@H]4[C@@]13C[C@H](c1ccoc1)O[C@@H]3O2
(15) O=P(Nc1cccnc1)(Oc1ccccc1Cl)Oc1ccccc1Cl
(16) COc1cc([C@@H]2c3cc4c(cc3[C@@H](OC)[C@H]3COC(=O)[C@H]23)OCO4)cc(OC)c1O

compound no.,9,10,11,12,13,14,15,16
GCN5L2 inh,?,4%[21.4 µM],?,1%,-1%,2%,-5%,-20%
N370S GC,-11%&-14%,-5%[21.6 µM],4%&1%,·,·,20%,14%,8%
FEN1 inhibitor,·,·,-12%,3%,0%,-6%,-11%,-11%

# Single values from the list:
# COc1cc([C@@H]2c3cc4c(cc3[C@@H](OC)[C@H]3COC(=O)[C@H]23)OCO4)cc(OC)c1O @ N370S GC: 8%
# Oc1c(Cl)c(Cl)c(Cl)c(Cl)c1Cl @ FEN1 inhibitor: -12%

# Additional records.
(17) CC(N)Cc1c[nH]c2c1ccc1ccccc12 (stereo not drawn)
(18) COC(=O)Cn1cc(C=C2C(=O)N(C)C(=O)N(C)C2=O)c2ccccc21
(19) O=C1CSC2(CN3CCC2CC3)N1 (stereo not drawn)
(20) CCN1CCN(Cc2cc(Br)cc(Br)c2O)CC1
(21) COC(=O)C1=C(c2ccc(OC)c(OC)c2)C[C@@H]2CC[C@H]1N2C(=O)NCCc1ccccc1
(22) O=C1NC(=O)N(c2ccc3c(c2)OCO3)C(=O)/C1=C/c1cccs1
(23) CC1CCCC(NC(=O)COC(=O)Cc2ccccc2)C1C (stereo not drawn)
(24) COc1cc(CC2C(=O)N(C)C(=O)N(C)C2=O)ccc1OCc1ccccc1

compound no.,17,18,19,20,21,22,23,24
GCN5L2 inh,-7%,-4%,-2%[0.501 µM],-3%,-4%,-2%,0%,1%
N370S GC,-13%,1%,-1%,-28%,·,4%,0%,4%
FEN1 inhibitor,-19%,-9%,11%,-3%,4%,?,7%,-11%

(25) CN(C)CCn1cnc2ccccc21
(26) COc1ccc(C(O)P(=O)(OC(C)C)OC(C)C)cc1 (stereo not drawn)
(27) COc1ccc(CC2(CCc3ccncc3)C(=O)NC(=O)NC2=O)cc1
(28) Cc1cc(OC(=O)N(C)C)n(-c2ccccc2)n1
(29) Brc1ccc(-[n+]2c(-c3ccccc3)cc(-c3ccccc3)cc2-c2ccccc2)cc1
(30) Cc1ccccc1NC1=NCC(C)S1 (stereo not drawn)
(31) O=C1CC(=O)N(c2ccc(Cl)cc2)C(=O)N1
(32) CC(C)=CCN1CC[C@@]2(C)c3cc(O)ccc3C[C@@H]1C2C (stereo partly drawn)

compound no.,25,26,27,28,29,30,31,32
GCN5L2 inh,-6%,1%,-2%,-14%,-3%,2%,-11%,-2%
N370S GC,14%,-2%,5%,1%,-5%,-4%,5%,·
FEN1 inhibitor,-6%,-10%,0%,-16%,-16%,7%,3%,14%

(33) CCOc1ccc(-c2nc3ccc(-c4nc5ccc(N6CCN(C)CC6)cc5[nH]4)cc3[nH]2)cc1
(34) O=P(/C(=N/O)N1CCCCC1)(N1CCOCC1)N1CCOCC1
(35) Cn1c(O)c(C=Nc2cccc(C(F)(F)F)c2)c(=O)n(C)c1=O
(36) CN1CCc2nc(SCc3ccccc3Br)c(C#N)cc2C1
(37) O=C1Nc2cc(C(=O)N3CCC4(CC3)OCCO4)ccc2NC1CSCc1cccc(F)c1 (stereo not drawn)
(38) COc1c(/C=C2/C(=O)NC(=O)N(C)C2=O)c(CCN(C)C(=O)c2ccccc2)cc2c1OCO2
(39) O=C(c1ccc(CS(=O)(=O)c2ccc(Br)cc2)o1)N1CCC2(CC1)OCCO2
(40) CC1CCC(C(C)C)C(OC(=O)COC(=O)c2ccccc2N)C1 (stereo not drawn)

compound no.,33,34,35,36,37,38,39,40
GCN5L2 inh,11µM*,1%,-1%,-12%,?,0%,-4%,-13%
N370S GC,2%&1%,5%,-16%,0%,1%,5%,2%,23%
FEN1 inhibitor,·,-2%,-3%,-21%,·,4%,-12%,-22%

(41) Cc1ccc(S(=O)(=O)N2CCCC2c2cccnc2)cc1 (stereo not drawn)
(42) CC1[C@H]2Cc3ccc(O)cc3[C@]1(C)CCN2CCc1ccccc1 (stereo partly drawn)
(43) COc1ccc(N2C(=O)NC(=O)/C(=C\c3cn(CC(=O)N4CCOCC4)c4ccccc34)C2=O)c(OC)c1
(44) CCc1nc(SC)ncc1C(=O)Nc1ccc(Cl)cc1C(=O)c1ccccc1
(45) O=P(Nc1ccccc1)(Nc1ccccc1)Oc1ccc(Cl)cc1
(46) COC(=O)C1=C(c2ccc(C(C)=O)cc2)C[C@@H]2CC[C@H]1N2C(=O)NCCCOC(C)C
(47) C=CCN1CC[C@]23c4c5ccc(O)c4O[C@H]2C(=O)CC[C@@]3(O)[C@H]1C5
(48) CCC(=Nc1ccc2c(c1)CCC2)c1c(O)n(C)c(=O)n(C)c1=O

compound no.,41,42,43,44,45,46,47,48
GCN5L2 inh,-3%,-4%,-5%,-9%,-3%,?,3%&-15%&1%,-1%
N370S GC,0%,·,-7%,·,16%,·,-7%&-10%&1%,-3%
FEN1 inhibitor,-1%,10%,?,-1%,-23%,-2%,-11%&-4%,5%

(49) O=C(Cc1ccccc1)OCC(=O)N1CCN(S(=O)(=O)c2ccc(Cl)cc2)CC1
(50) CCCCn1c(=O)c(C=Nc2ccc(Cl)cc2)c(O)n(Cc2ccco2)c1=O
(51) Cc1cccc(CN2CC=C(c3noc(CCC(=O)Nc4ccc(C)c(F)c4)n3)CC2)c1
(52) C=CCOC(=O)c1ccccc1N
(53) O=c1[nH]c(=S)n(Cc2ccc(F)cc2)c(O)c1C=NCC1CCCO1 (stereo not drawn)
(54) COc1ccc2c(CCN)c[nH]c2c1
(55) COc1ccc(/C=C2\C(=O)NC(=S)N(C)C2=O)cc1C
(56) Cc1cccn2c(NCC3CCCO3)c(C(C)C)nc12 (stereo not drawn)

compound no.,49,50,51,52,53,54,55,56
GCN5L2 inh,-9%,-15%,-15%,2%,0%,-6%&-7%,-2%,-8%
N370S GC,-11%,1%,·,1%,7%,-6%&-2%,-2%,5%
FEN1 inhibitor,-1%,-3%,-2%,-1%,-10%,-9%,50µM*,4%

# Ordered by SMILES length (low to high): some entries from above
(30) Cc1ccccc1NC1=NCC(C)S1 (stereo not drawn)
(54) COc1ccc2c(CCN)c[nH]c2c1
(31) O=C1CC(=O)N(c2ccc(Cl)cc2)C(=O)N1
(26) COc1ccc(C(O)P(=O)(OC(C)C)OC(C)C)cc1 (stereo not drawn)
(24) COc1cc(CC2C(=O)N(C)C(=O)N(C)C2=O)ccc1OCc1ccccc1
(33) CCOc1ccc(-c2nc3ccc(-c4nc5ccc(N6CCN(C)CC6)cc5[nH]4)cc3[nH]2)cc1
(7) CC(=O)O[C@H]1CC[C@@]2(C)C(=CC(=O)C3C2CC[C@@]2(C)C3C[C@H](OC(C)=O)[C@@H]2OC(C)=O)C1 (stereo partly drawn)

compound no.,30,54,31,26,24,33,7
GCN5L2 inh,2%,-6%&-7%,-11%,1%,1%,11µM*,-5%
N370S GC,-4%,-6%&-2%,5%,-2%,4%,2%&1%,·
FEN1 inhibitor,7%,-9%,3%,-10%,-11%,·,-11%

# The list continues.
(57) C=CC1CN2CCC1CC2C(OC(C)=O)c1ccnc2ccc(OC)cc12 (stereo not drawn)
(58) CCC/C(=N\O)c1c[nH]c2ccccc12
(59) CCC1CN2CCc3cc(OC)c(OC)cc3C2CC1CC1NCCc2cc(OC)c(OC)cc21 (stereo not drawn)
(60) CN1CCN(c2ncnc3c2cnn3C)CC1
(61) c1csc(CN2CCCC3(CCNCC3)C2)n1
(62) O=C(C(=O)N1CCOCC1)c1cn(CCCOc2ccccc2)c2ccccc12
(63) O=C(Oc1ccccc1)N1CCC[C@@]2(CCN(C(c3ccccc3)c3ccccc3)C2)C1
(64) c1ccc2nc(OCCN3CC3)ccc2c1

compound no.,57,58,59,60,61,62,63,64
GCN5L2 inh,-6%,0%,-1%,0%,-1%,2%,-21%,2%
N370S GC,-2%,6%,0%,-15%,2%,13%,15%,-5%
FEN1 inhibitor,4%,-13%,·,19%,·,-22%,·,-15%

(65) CCOC(=O)CC(NC(=O)C(Cc1ccc(N(CCCl)CCCl)cc1)NC(C)=O)C(=O)OCC (stereo not drawn)
(66) COC(=O)N1CCC2(CCCN(C)C2)CC1
(67) Cc1nc2ccccc2c(=O)n1-c1cccnc1
(68) Nc1ccccc1C(=O)OCCc1ccccc1
(69) COc1ccc2[nH]c3c(c2c1)CCN=C3C
(70) CCCC1=Nc2cc(C(=O)NCCCN(CC)CC)ccc2Sc2ccccc21
(71) CCN1CCN(c2nc3c(c(=O)[nH]2)CCCC3)CC1
(72) CCOc1cc2c(cc1OCC)-n1cccc1C(c1cccc([N+](=O)[O-])c1)NC2 (stereo not drawn)

compound no.,65,66,67,68,69,70,71,72
GCN5L2 inh,-8%,-10%,-5%,-9%,-3%,-9%,3%,-1%
N370S GC,-25%,11%,2%,21%,-5%,·,-10%,-6%
FEN1 inhibitor,7%,·,-3%,2%,50µM*,2%,-1%,-8%

(73) COC(=O)CCCNC(=O)CN1CC(c2ccccc2)CC1=O (stereo not drawn)
(74) Cn1c(O)c(C=NC2CCN(Cc3ccccc3)CC2)c(=O)[nH]c1=O
(75) CCCC(Cn1cncn1)c1ccc(Cl)cc1Cl (stereo not drawn)
(76) COc1cc(CN=C(C)c2c(O)n(C)c(=O)n(C)c2=O)cc(OC)c1
(77) O=C(CSc1nc(-c2ccc(Cl)cc2)[nH]c(=O)n1)Nc1cccc(Cl)c1
(78) Clc1ccc(C(OCCN2CCCCC2)c2ccccc2)cc1 (stereo not drawn)
(79) CCOc1ccc2nc(NC(=O)c3cccn(Cc4ccccc4C)c3=O)sc2c1
(80) C1CCC(NC2CCCCC2)CC1

compound no.,73,74,75,76,77,78,79,80
GCN5L2 inh,-2%,-2%,-13%,-2%,2%,-1%&10%,-5%,-4%&-5%
N370S GC,-3%,6%,-7%,-1%,?,-18%&-10%,·,-8%&-14%
FEN1 inhibitor,1%,-3%,·,3%,-17%,-7%,11%,-1%

(81) CCOC(=O)c1c(C)n(C(C)C)c2ccc(OC(=O)c3ccc(N4C(=O)CCC4=O)cc3)cc12
(82) CCCCOC(=O)c1ccccc1N
(83) CC1(C)C(O)CC(O)[C@]2(C)C1CC(O)[C@]1(C)C2CC[C@@]2(C)C(c3ccoc3)CC3OC312 (stereo partly drawn)
(84) O=C(c1ccccc1F)N1CCC2(CC1)OCCO2
(85) CC1=CC(=O)C2=C(C)C[C@@H](O)[C@@H]3[C@@H](OC(=O)[C@H]3C)[C@H]12
(86) CO[C@@H]1C[C@@H](C[C@H]2CC[C@H](C)[C@@H]([C@@H](C)C(=O)O)O2)O[C@]2(O[C@](C)([C@H]3CC[C@@](C)(C4OC([C@H]5O[C@@](O)(CO)[C@H](C)C[C@@H]5C)C[C@@H]4C)O3)C[C@H]2C)[C@@H]1C (stereo partly drawn)
(87) O=C(NC1CN2CCC1CC2)c1cc(Cl)c([N+](=O)[O-])c2nc[nH]c12 (stereo not drawn)

compound no.,81,82,83,84,85,86,87
GCN5L2 inh,-8%,·,-2%,16%,7%[21.4 µM],-6%,-2%
N370S GC,-6%,-1%,-11%,-5%,11%[21.6 µM],8%,19%
FEN1 inhibitor,-12%,-6%,·,23%,·,·,-17%

# A portion of the library; the hit share may differ from the screen's.
